Bioassay records as filed in PubChem BioAssay.
FUS yeast rescue: qHTS for Suppressors of FUS Proteinopathy: Primary screen using FUS-linked yeast assay | S. cerevisiae FUS-expressing, growth rescue, OD600, 24 h | Potency, µM (titrated, usually from 76.6 µM), for the others: top-dose growth rescue (activation), hits mostly activators | 0.24% of 390,000 active; active = well fitted activation curve with a large enough effect; inconclusive = small, poorly fitted or top-dose-only effect; inactive = no such curve, though single readings can be large or run the other way;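 also: plate controls were DMSO vehicle for no effect and reference control for full effect; nearly all actives have a fitted effect of over 55% in size; some results filed as inactive show a strong effect at the top dose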
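Absorbance at 600 nm, taken 24hr after compound addition, measured rescue of FUS-yeast growth at 30C. Induction used 2% galactose with seeding at OD 0.005. Controls: CP55940 from 92uM final, DMSO only.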
The depositor's hits bear a star; ? = inconclusive. Potency is read from the fitted curve at half-maximal effect. An excerpt; the hit share may differ from the screen's.

nr	molecule	FUS yeast rescue
1	COc1cccc(CNC(=O)C2CCCN(c3ncccn3)C2)c1OC (stereo not drawn)	-2.8%
2	CC(C)=CCC[C@@]1(C(=O)O)[C@@H]2C/C=C(\C)CC/C=C(\C)CC[C@H]1[C@]1(CC2)CO1	?
3	CC(C)N1CCCCC(NC(=O)c2ccc(-c3ccccc3)cc2)C1=O (stereo not drawn)	18.2%
4	O=S1(=O)CC2c3ccccc3CCN2CN1Cc1ccc(F)cc1 (stereo not drawn)	-8.9%
5	COC(=O)[C@]12C[C@H](CC(=O)NCCC(C)C)C(=O)N(CCC3=CCCCC3)C1=C[C@H](C1CCCC1)O[C@@H]2C	39.6%
6	O=C(CSc1nnc(COc2ccc(Cl)cc2)n1Cc1ccco1)Nc1ccc2c(c1)OCO2	2.7%
7	CCOC(=O)[C@@]12CCC3=C1N(CCC3)C(=O)[C@H](CC(=O)NCc1cccc(C(F)(F)F)c1)C2	23.9%
8	CCNC(=O)C[C@H]1CC[C@H]2[C@@H](COc3ccc(NC(=O)c4ccc5c(c4)OCO5)cc3C(=O)N2C)O1	-4.9%
9	Cc1ccc(CSc2nnc(-c3cc(-c4ccc(C)cc4)n[nH]3)n2N)cc1	9.9%
10	CCCCCCCCN1C(=O)[C@@H](CC(=O)NCc2cccc(C(F)(F)F)c2)C[C@@]2(C(=O)OC)C1=C[C@H](COCc1ccccc1)O[C@@H]2C	38.2%
11	CCCC(=O)OC12CCCN(C1)/C(=C/c1ccccc1)C2 (stereo not drawn)	-5.7%
12	O=C(Nc1nccs1)C1(C(=O)C2CC2)CC(c2ccccn2)=NO1 (stereo not drawn)	-20.6%
13	CCN(CC)C(=O)CC[C@H]1CC[C@]2(CCCN(C(=O)c3ccno3)C2)O1	-11.9%
14	CCOC(=O)[C@]12CCCC=C1N(Cc1ccc(OC)cc1)C(=O)[C@@H]2CC(=O)NCCC(C)C	25.9%
15	CCOC(=O)[C@]12CCCC3=C1N(CCC3)C(=O)[C@@H](CC(=O)NCC1CCCCC1)C2	18.9%
16	CCOC(=O)[C@@]12CCC3=C1N(CCC3)C(=O)[C@H](CC(=O)NCCC(C)C)C2	-1.5%
17	COC(=O)[C@]12C[C@H](CC(=O)NCCc3ccccc3OC)C(=O)N(CCc3ccc(OC)c(OC)c3)C1=C[C@H](C1CCCC1)O[C@@H]2C	?
18	O=C(CNS(=O)(=O)c1ccc(Br)s1)N1CCN(c2ccccn2)CC1	-3.5%
19	Cc1c[nH]c2cccc(-c3cccc4ccccc34)c12	-8.6%
20	CC(C)C(=O)N1CC[C@H]2[C@H](CCCN2Cc2cc(F)cc(F)c2)C1	19.7%
21	O=C(CNS(=O)(=O)c1ccccc1)N1CCN(c2ccccn2)CC1	-2.2%
22	COc1ccc(CN(CCN2CCOCC2)C(=O)c2cc(F)cc(F)c2)cc1OC	-6.0%
23	COc1ccc(S[C@]2(C(=O)N3CCN(c4ncccn4)CC3)CC(=O)N(S(=O)(=O)c3ccc(F)cc3)[C@@H]2c2ccc(OC)cc2)cc1	?
24	CCCCOCCCNC(=O)C[C@H]1C[C@@]2(C(=O)OC)C(=C[C@H](C3CCCC3)O[C@@H]2C)N(Cc2ccc(Cl)cc2Cl)C1=O	?
25	COc1ccc(CN2C(=O)[C@]3(NCCc4c3[nH]c3ccc(OC)cc43)c3cc(F)ccc32)cc1	2.5%
26	Brc1ccc(-c2csc(N3CCC(c4nn[nH]n4)CC3)n2)cc1	27.1%
27	C=CCN1[C@@H](Cc2ccccc2)COc2cc(F)ccc2S1(=O)=O	-20.2%
28	O=C(C1CC1)C1(C(=O)N2CCOCC2)CC(c2ccccn2)=NO1 (stereo not drawn)	4.3%
29	CNS(=O)(=O)/C=C/c1ccccc1CCNC(=O)OC(C)(C)C	17.3%
30	COc1ccc(-c2cc(C(=O)NN=Cc3ccc(O)c(OC)c3)[nH]n2)cc1	9.3%
31	COC(=O)[C@@]12CCCCC3=C1N(CCC3)C(=O)[C@H]2CC(=O)NCc1cccs1	-9.6%
32	Fc1ccc(NC2CCC23CCC(c2ccccc2)CC3)cc1C(F)(F)F (stereo not drawn)	-14.8%
33	CN(C(=O)CNC(=O)c1ccccc1OCC(=O)Nc1ccc(I)cc1)c1ccccc1	1.4%
34	COC(=O)[C@]12C[C@H](CC(=O)NCc3ccccc3)C(=O)N(Cc3ccc(Cl)cc3Cl)C1=C[C@H](C(C)C)O[C@@H]2C1CC1	39.5%
35	O=C(Nc1ccccc1)Nc1nc2ncccn2c1-c1ccc(F)c(F)c1	4.6%
36	COc1ccc(C(=O)/C=C(\Nc2ccc(F)cc2)c2ccc(OC)cc2OC)c(OC)c1	?
37	COc1ccc2c(c1)CN1CN(CCc3ccccc3)S(=O)(=O)CC21 (stereo not drawn)	12.9%
38	CCC[C@H]1[C@@H](OC(=O)NCc2ccc(C)cc2)CC[C@@]23CCCN2C(=O)CCC[C@@H]13	39.5%
39	O=C(Nc1ccc(F)cc1)OCc1cn(Cc2ccccc2F)nn1	-7.4%
40	O=C(CCc1ccccc1-c1ccccc1CCNC(=O)c1cccc(F)c1)NCc1ccccc1	-11.0%
41	COP1(=O)CCOCC[C@H](CC(C)C)NC(=O)[C@H](CC(C)C)N1 (stereo partly drawn)	-6.3%
42	COC(=O)[C@H]1C[C@@]2(Oc3ccc(Br)cc3)c3ccccc3N(C(=O)OC(C)(C)C)[C@H]2N1C(=O)OC(C)(C)C	?
43	COc1ccc(C(=O)CSc2nnc(-c3ccccn3)n2-c2ccccc2)cc1	14.8%
44	O=C(NC1CCCC1)c1ccc(COc2ccccc2)o1	-0.8%
45	Cc1c(C(C)c2ccccc2O)[nH]c2ccccc12 (stereo not drawn)	5.8%
46	CCCCN(C)C(=O)C1CCN(S(=O)(=O)c2ccc3[nH]c(=O)oc3c2)CC1	1.5%
47	c1ccc2sc(-c3csc4c3CCNC4)nc2c1	1.5%
48	CSc1ccc(-c2cnc(N3CCC(C(N)=O)CC3)s2)cc1	0.6%
49	O=C(NC1CCCCN(Cc2cccc(Cl)c2)C1=O)c1ccc(F)c(F)c1 (stereo not drawn)	-7.8%
50	COC(=O)[C@]12C[C@H](CC(=O)N3CCN(C(=O)C4CC4)CC3)C(=O)N(Cc3ccc(Cl)cc3Cl)C1=C[C@H](C1CCCC1)O[C@@H]2C	31.6µM*
51	CCOc1ccc(-n2c(SC/C=C/c3ccccc3)nnc2-c2cccs2)cc1	42.1%
52	O=c1c2ccccc2n(Cc2ccco2)n1[C@@H](Cc1ccccc1)Cn1cc(-c2ccc(-c3ccccc3)cc2)nn1	17.8µM*
53	COc1ccc(C=Nn2c(-c3ccc(F)cc3)n[nH]c2=S)c(OC)c1OC	30.9%
54	O=C(Cn1c(-c2cncs2)nc2ccccc21)NC1CCCCC1	10.9%
55	CC(C)CNC(=O)OCc1cn(Cc2ccccc2F)nn1	-1.2%
56	CC(C)(C)c1ccc(-c2nnc(SCC(=O)Nc3ccc4cn[nH]c4c3)n2-c2ccc(Cl)cc2)cc1	10.9%
57	Cc1cc(NS(=O)(=O)c2ccc(NC(=O)CSc3nnc(-c4cnccn4)n3-c3ccccc3)cc2)nc(C)n1	24.2%
58	O=C(Nc1nc2ncccn2c1-c1ccc(C(F)(F)F)cc1)c1ccccc1	13.4%
59	O=C(Nc1ccc2ccccc2c1)NC1CCCCN(Cc2ccc(Cl)cc2)C1=O (stereo not drawn)	-11.0%
60	CC(C)(C)c1ccc(-c2nnc(SCC(=O)Nc3ccc(Oc4ccccc4)cc3)n2Cc2ccco2)cc1	?

Values in list order from the entries so far.
Compounds 49–60 in FUS yeast rescue: -7.8%, 31.6µM*, 42.1%, 17.8µM*, 30.9%, 10.9%, -1.2%, 10.9%, 24.2%, 13.4%, -11.0%, ?

Back to the main list, repeating the 2 entries before the break.
nr	molecule	FUS yeast rescue
59	O=C(Nc1ccc2ccccc2c1)NC1CCCCN(Cc2ccc(Cl)cc2)C1=O (stereo not drawn)	-11.0%
60	CC(C)(C)c1ccc(-c2nnc(SCC(=O)Nc3ccc(Oc4ccccc4)cc3)n2Cc2ccco2)cc1	?
61	Cc1ccc(C)c(NC(=O)C2CCCN2S(=O)(=O)c2cccnc2)c1 (stereo not drawn)	-12.0%
62	FC(F)(F)c1ccccc1Cn1ccc2ccc(-c3ccc4ccn(Cc5ccccc5)c4c3)cc21	-2.2%
63	Cc1cc(N2CCN(C(=O)Oc3ccc(-c4ccccc4)cn3)CC2)c2ccccc2n1	5.6%
64	C[C@H]1[C@@H](OC(=O)N2CCOCC2)CC[C@@]23CCCN2C(=O)CCC[C@@H]13	-15.0%
65	COc1ccc(S(=O)(=O)NC2CCN(C#N)CC2)cc1	-9.4%
66	CN(C)CC(=O)N[C@H]1C[C@@H]2O[C@@H](CO)CC[C@@H]2O[C@@H]1CCc1ccc(C2=CCCCC2)cc1	19.8%
67	C[C@@H](O[Si](c1ccccc1)(c1ccccc1)C(C)(C)C)[C@@H]1NC(=O)[C@@H]2C[C@]3(Br)c4ccccc4N(S(=O)(=O)c4ccccc4)[C@@H]3N2C1=O	?
68	COc1ccc(C2NC(=O)c3ccccc3N2)cc1COc1ccc(NC(C)=O)cc1 (stereo not drawn)	10.5%
69	CCOc1ccc(Oc2c(Cl)cnn(Cc3cccc4ccccc34)c2=O)cc1	-8.8%
70	COCCCNC(=O)C[C@@H]1C(=O)N(CCc2ccc(Cl)cc2)C2=CCCCC[C@]21C(=O)OC	41.2%
71	CCCCOCCCNC(=O)C[C@@H]1C(=O)N(Cc2ccc(OC)cc2)C2=CCN(C(=O)OC(C)(C)C)C[C@]21C(=O)OCC	?
72	O=C(NC1CCC1)c1ccc(C#Cc2cccc(F)c2)c[n+]1[O-]	0.7%
73	COC(=O)[C@]12C[C@H](CC(=O)NCc3cccs3)C(=O)N(Cc3ccc(Cl)cc3Cl)C1=C[C@H](C1CCCC1)O[C@@H]2C	?
74	Cc1cc(C(=O)Nc2ccc(Cl)c(Cl)c2)n(-c2ccccc2)n1	?
75	CN(C)c1cccc(/C=C2\CC3(OC(=O)c4ccc(F)cc4)CCCN2C3)c1 (stereo not drawn)	9.3%
76	COC(=O)[C@]12C[C@H](CC(=O)N3CCOCC3)C(=O)N(Cc3ccc(Cl)cc3Cl)C1=C[C@H](C1CCCC1)O[C@@H]2C	?
77	COC(=O)C[C@H]1CC[C@H]2[C@@H](COc3ccc(NC(=O)Nc4ccccc4)cc3C(=O)N2C)O1	9.3%
78	C=CCN1C(=O)[C@@H](CC(=O)N2CCN(C(=O)OCC)CC2)[C@]2(C(=O)OCC)CCCCC/C=C/12	19.3%
79	CC(=O)NC(Cc1ccc2c(c1)OCO2)C(=O)N1CCCN(C(C)=O)CC1 (stereo not drawn)	-1.0%
80	O=C(CN1CCN(c2nc(-c3ccccc3)cs2)CC1)Nc1ccc(Cl)cc1	5.4%
81	N#CCC[C@@H]1CC[C@]2(CCCN(Cc3ccc(Cl)cc3)C2)O1	-10.2%
82	CCOC(=O)[C@]12CCCCC/C=C\1N(CCc1ccc(Cl)cc1)C(=O)[C@H]2CC(=O)NCCC(C)C	41.2%
83	O=S1(=O)c2c(NCc3ccco3)cccc2Oc2ccccc2CN1Cc1cn(Cc2cccc(F)c2)nn1	38.3%
84	Cc1ccc(-n2c(Cc3cccs3)nnc2SCc2ccc(C#N)cc2)cc1	?
85	Cc1ccc(-n2c(SCC(=O)c3ccc(F)cc3)nnc2-c2cnccn2)cc1	11.3%
86	O=C(NCC(c1ccccc1)c1ccccc1)[C@H](Cc1c[nH]c2ccccc12)NC1(C(=O)NC2CCCCC2)CCN(Cc2ccccc2)CC1	44.7%
87	COC(=O)[C@]12C[C@H](CC(=O)NCc3cccc4ccccc34)C(=O)N(Cc3ccc(Cl)cc3Cl)C1=C[C@H](COCc1ccccc1)O[C@@H]2C	35.3%
88	O=C(NCCN1CCC(Cc2ccccc2)CC1)C1CCCN(S(=O)(=O)c2ccc([N+](=O)[O-])cc2)C1 (stereo not drawn)	34.1%
89	c1ccc(-c2ccc(CNc3nc(-c4ccccn4)nnc3-c3ccccc3)cc2)cc1	20µM*
90	CCN(CC)C(=O)CC[C@H]1CC[C@]2(CCCN(C3CCCCC3)C2)O1	-1.0%
91	CCC(NC(=O)c1ccc2c(ccn2Cc2cccc(-c3ccc(C(=O)O)cc3)c2)c1)c1ccccc1 (stereo not drawn)	?
92	CCN(CC)C(=O)CC[C@@H]1CC[C@]2(CCCN(C(=O)c3ccco3)C2)O1	-17.2%
93	CCN(CC)c1ccc(C=NNC(=O)c2cc(-c3ccc(C)c(C)c3)n[nH]2)c(O)c1	24.5%
94	O=C(O)c1ccccc1-c1noc(-c2ccccc2F)n1	-3.0%
95	COc1ccc(Cn2c(NC(=O)c3ccccc3)nc(Cc3ccccc3)c2Cc2ccccc2)c(OC)c1	?
96	Cc1cc(N2CCCN(C)CC2)n2nc(C)nc2n1	2.9%

3 structures already listed, arranged by count of non-hydrogen atoms, falling.
nr	molecule	FUS yeast rescue
87	COC(=O)[C@]12C[C@H](CC(=O)NCc3cccc4ccccc34)C(=O)N(Cc3ccc(Cl)cc3Cl)C1=C[C@H](COCc1ccccc1)O[C@@H]2C	35.3%
89	c1ccc(-c2ccc(CNc3nc(-c4ccccn4)nnc3-c3ccccc3)cc2)cc1	20µM*
90	CCN(CC)C(=O)CC[C@H]1CC[C@]2(CCCN(C3CCCCC3)C2)O1	-1.0%

(list continues)
nr	molecule	FUS yeast rescue
97	COC(=O)[C@H](C)NC(=O)C(Cc1ccc2c(c1)OCO2)NC(C)=O (stereo partly drawn)	-12.0%
98	C=CCn1c(SCC(N)=O)nnc1-c1ccccc1OC	-4.4%
99	CC(C)C[C@H](NC1(C(=O)NC2CCCCC2)CCC1)C(=O)NCC(c1ccccc1)c1ccccc1	20.1%
100	CN(Cc1ccccc1)C(=O)OCc1cn(Cc2ccc(F)cc2)nn1	16.9%
101	Cc1ccc(-c2c(NC(=O)c3ccccc3)nc3ncccn23)cc1	24.6%
102	CC(=O)N1CCCN(C2=Nc3ccccc3Sc3ccccc32)CC1	-1.5%
